hcGAS lum – inhibitors of human cGAS | inhibition, % at 12.5 µM | 290,000 tested, 0.081% active | AID 1259398 | recombinant h-cGAS, ATP depletion, Kinase-Glo luminescence | Q8N884; in the data active = inhibition above about 40%;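 also: 0% = vehicle reaction and 100% = reaction without DNA for no activity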
Target sequence (Q8N884 whole entry, looked up): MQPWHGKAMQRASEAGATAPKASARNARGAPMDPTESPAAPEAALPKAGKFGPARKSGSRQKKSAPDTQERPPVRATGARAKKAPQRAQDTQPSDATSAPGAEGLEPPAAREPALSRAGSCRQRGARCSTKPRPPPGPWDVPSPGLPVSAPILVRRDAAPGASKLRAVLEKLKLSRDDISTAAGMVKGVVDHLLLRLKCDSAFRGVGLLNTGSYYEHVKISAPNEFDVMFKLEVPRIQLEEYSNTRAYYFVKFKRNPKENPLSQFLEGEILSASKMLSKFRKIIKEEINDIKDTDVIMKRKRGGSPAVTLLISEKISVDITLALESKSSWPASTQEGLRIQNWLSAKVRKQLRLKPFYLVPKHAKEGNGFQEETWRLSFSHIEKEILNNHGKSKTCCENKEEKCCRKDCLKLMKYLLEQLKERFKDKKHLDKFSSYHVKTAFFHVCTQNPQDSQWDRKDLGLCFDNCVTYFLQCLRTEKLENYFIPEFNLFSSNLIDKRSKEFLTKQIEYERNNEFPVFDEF
Numbers without * were called inactive. The list is partial; count on the stated rates, not on these rows.

structure | hcGAS lum
CN(Cc1cn[nH]c1-c1ccc(F)cc1)C(=O)CCC1CC1 | -3.0
CN1CCN2CCN(C(=O)c3c[nH]n4ccnc34)CC2C1 (stereo unspecified) | -5.6
Cc1cc(I)cnc1NC(=O)C(C)(C)C | -6.9
CCCN(Cc1cccnc1)C(=O)C1CCN(Cc2ccco2)CC1 | -6.1
CC(C)Nc1cc(-c2cccc3cccnc23)ncn1 | -3.4
O=C(OC1CCCCC1=O)c1ccccc1-c1ccc(C(F)(F)F)cc1 (stereo unspecified) | -11.4
CC(C)(O/N=C(/C(=O)N[C@@H]1C(=O)N2C(C(=O)O)=C(C[n+]3ccccc3)CSC12)c1csc(N)n1)C(=O)O (stereo partly specified) | 7.7
O=C(Nc1ccccc1Oc1cccnc1)C1CCCN(C/C=C/c2ccc(F)cc2)C1 (stereo unspecified) | 1.9
COc1cc(C)ccc1OCC(=O)Nc1cccc(Cl)c1F | -8.0
CC1=C(O)C(c2ccccc2)=NNC(=O)C1C (stereo unspecified) | -6.6
O=C(c1nc2ccccn2c1CNCC1(c2ccccc2)CCCCC1)N1CCCC1 | -1.4
O=C(CC1C(=O)NCCN1CCCc1ccccc1)NCCc1cccnc1 (stereo unspecified) | 4.1
CC(C)(C)P(=NC(=O)c1ccc(Cl)cc1)(N1CCOCC1)N1CCOCC1 | -4.1
CN(CCCn1cccn1)C(=O)c1ccc(-c2ccccc2Cl)o1 | 0.7
CN(C)S(=O)(=O)c1ccc2oc3n[nH]c(=S)n3c2c1 | -6.6

A stretch from the list above, as a working copy:
structure | hcGAS lum
CN(Cc1cn[nH]c1-c1ccc(F)cc1)C(=O)CCC1CC1 | -3.0
CN1CCN2CCN(C(=O)c3c[nH]n4ccnc34)CC2C1 (stereo unspecified) | -5.6

Given field by field: entries from further up
CN(C)S(=O)(=O)c1ccc2oc3n[nH]c(=S)n3c2c1
  hcGAS lum: -6.6
CC(C)Nc1cc(-c2cccc3cccnc23)ncn1
  hcGAS lum: -3.4
COc1cc(C)ccc1OCC(=O)Nc1cccc(Cl)c1F
  hcGAS lum: -8.0

The listing continues:
structure | hcGAS lum
CC(Nc1ccnc2cc(Cl)ccc12)c1ccc(S(N)(=O)=O)cc1 (stereo unspecified) | -8.9
CC(C)(CNCc1c(C(=O)N2CCOCC2)nc2ccccn12)N1CCOCC1 | -1.4
O=CC1=C(Sc2ccccc2)CCCC1 | -1.5
COc1ccc(C)cc1-n1cnnc1CCN | -4.0
O=c1cc(NCc2ccccc2S(=O)(=O)N2CCOCC2)nc2ccccn12 | -7.5
Cc1ccsc1CN(Cc1ccc(CO)o1)C1CCCC1 | 0.9
CC(NC(=O)CCS(C)(=O)=O)c1cccc(Cl)c1Cl (stereo unspecified) | -6.5
CCC(=O)Nc1cccc(OCC(=O)NCC2COc3ccccc3O2)c1 (stereo unspecified) | -6.3
CC1CCc2ccccc2N1C(=O)c1cccc(NC(=O)C2CC2)c1 (stereo unspecified) | -1.4
COC(=O)c1cccc(C)c1NC(C)=O | -6.7
N#Cc1oc2ccccc2c1NC(=O)CN1CCN(c2ccccc2O)CC1 | -11.5
CCCc1cc(C(=O)N2C[C@H]3OC(=O)N(CCc4ccccn4)[C@H]3C2)cs1 | -3.7
O=C(NC1CC=CC1)C1CCCN(C2CCN(CCc3ccccc3)CC2)C1 (stereo unspecified) | -5.5
COc1ccc(NC(=O)Cn2nc(C(F)(F)F)cc2C2CC2)c(C)c1 | 17.0
Cc1ccccc1NC(=O)Cc1nc(-c2cccc(Cl)c2)c(C)s1 | -6.9

Continuation.
structure | hcGAS lum
COc1ccccc1-c1cccc(C(=O)NCc2csc(N)n2)c1 | 1.5
CS(=O)(=O)c1ccc2c(c1)sc(=N)n2CC(=O)N1CCc2ccccc2C1 | -9.7
Cn1c(-c2c(-c3ccccc3)ncn2CCOCCO)cc2ccccc21 | 2.1
NC(=O)C1CCN(C(=O)Cc2c(Cl)cccc2Cl)CC1 | -2.5
CCOC(=O)C1(CCCc2ccccc2)CCN(C(=O)c2cc(C)nc(C)n2)CC1 | -2.1
Cc1cccnc1CN(C)C(=O)c1cccc(C#CC(C)(C)O)c1 | -3.3
O=C(CCn1ncc2ncccc2c1=O)Nc1cccc(F)c1 | -5.0
O=C(NC1CCCc2c1cnn2-c1ccc(F)cc1F)c1cnsn1 (stereo unspecified) | -5.9
CN(CC(C)(C)C)C(=O)Nc1ccc(Cn2ccccc2=O)cc1 | 6.8
CSCc1ccc(C(=O)NC(c2cccnc2)c2cc(C)ccc2C)o1 (stereo unspecified) | -4.8
CC(C)c1cc(C2CCCN2Cc2nc(-c3ccco3)no2)no1 (stereo unspecified) | -3.2
CCN(Cc1ccc(-n2cccn2)cc1)CC1CCOCC1 | -3.1
Cc1ccccc1-c1ncc(CNCCc2ccc(S(N)(=O)=O)cc2)s1 | -2.6
O=c1cc(CSCc2ccccc2F)[nH]c(=O)[nH]1 | -3.3
CC(C)C1=NOC(CNC(=O)CSCc2ccccc2Cl)C1 (stereo unspecified) | -4.4

(cont.)
structure | hcGAS lum
COc1ccc(OC)c(-n2cnnc2CN2CCCCC2)c1 | -5.4
Cc1ccc2c(Cl)c(C)c(-n3ncc(C#N)c3N)nc2n1 | 4.4
CN(Cc1cccc(C(=O)Nc2ccc3c(c2)CCC3=O)c1)Cc1ccno1 | -5.6
Cc1cccc(-c2nnc(C(C)Oc3ccccc3C#N)o2)c1 (stereo unspecified) | -15.3
CC(C)c1cc(C(=O)N(C)Cc2cn[nH]c2-c2ccccc2)n(C)n1 | -3.0
Cc1ccc(S(=O)(=O)c2nc(Nc3nncs3)sc2Cl)cc1 | -7.1
CCc1nc(SCC(=O)NCc2ccccc2-n2cccn2)n[nH]1 | -7.6
O=C(Cc1cccs1)NCCC1=CCCN(CCO)C1 | -4.5
O=C(O)c1c(F)cccc1NS(=O)(=O)c1ccc(F)cc1 | -0.9
C=CCSc1nnc2n1N=CN(c1ccccc1)C2 | -4.5
O=c1c2cn[nH]c2[nH]c(=S)n1-c1ccccc1 | -0.3
Cc1c(C(C)NC(=O)Cc2cccnc2)cnn1-c1cccc2ccccc12 (stereo unspecified) | -5.8
COc1ccc(OCC(=O)NCc2ccc(Cl)cc2)c(C(=O)O)c1 | 0.4
OCCC#Cc1ccc(CN2CCCC(CO)(Cc3ccccc3)C2)cc1 (stereo unspecified) | -3.2
O=C(/C=C/c1cccs1)N(C1CC1)C1(C(=O)Nc2ccccc2)CCCC1 | -5.8

The list continues.
structure | hcGAS lum
CN1CCN(CCOCc2ccccc2)CC12CCN(C(=O)c1ccco1)CC2 | -3.0
CCn1cc(Br)c(C(=O)NC(=S)Nc2ccc(OC)cc2)n1 | 6.9
COc1ccc(-c2ccccc2NC(=O)C2CCCN(Cc3ccc(C)o3)C2)cc1 (stereo unspecified) | -1.2
O=C(CC1C(=O)NCCN1Cc1cccc(C(F)(F)F)c1)NCCOc1cccnc1 (stereo unspecified) | -7.3
O=C(Nc1ccc2c(c1)CN(Cc1cccn1-c1cccnc1)CC2)C1CCCO1 (stereo unspecified) | 4.7
O=C1NC(Cc2c[nH]c3ccccc23)C(=O)N1Cc1cc(=O)n2ccsc2n1 (stereo unspecified) | 9.9
COc1cc(-c2ccc(C(C)NC(C)=O)cc2)cc(OC)c1OC (stereo unspecified) | -4.5
CCc1cccc2c(C(O)CN3CCN(c4ncccn4)CC3)c[nH]c12 (stereo unspecified) | -5.6
CN(Cc1cnn(C)c1)C(=O)CC1C(=O)NCCN1Cc1ccc(-c2ccccc2)cc1 (stereo unspecified) | -4.9
Nc1ccc(S(=O)(=O)O)cc1 | -0.2
COc1ccc(-n2nnnc2-c2cn[nH]c2C(F)(F)F)cc1 | 8.1
O=C(NCc1ccco1)c1ccc(SCc2cscn2)cc1 | 4.9
O=C(CCN1CC=CCC1)N1CCCc2ccccc21 | 3.0
Nc1ccn(Cc2ccccc2Cl)n1 | -5.7
O=c1[nH]c2ccc(S(=O)(=O)Nc3ccccc3-c3cccs3)cc2o1 | -0.9

The listing continues:
structure | hcGAS lum
CC(C)CN1CCC(NCc2noc(C3CCCC3)n2)CC1 | 0.9
OCC1(Cc2cccc(F)c2)CCN(Cc2ccc3cccc(F)c3n2)CC1 | -3.2
O=C(c1cnn2ccccc12)N(CCN1CCOCC1)Cc1ccco1 | 0.7
Cc1cc(CNCc2c(C(=O)N(C)Cc3ccccc3)nc3ccccn23)nn1C | -2.1
Cc1nnsc1CN(C)Cc1cccc(C(=O)Nc2cnn(C)c2)c1 | -7.7
CSc1ccccc1NC(=O)CCC(=O)N(C)C1CCN(C)CC1 | -2.8
CS(=O)(=O)CCC(=O)NC1CCc2c1ccc(Cl)c2Cl (stereo unspecified) | -0.4
O=C1C=C(NNc2ccc(Cl)cc2)c2ccccc21 | 1.4
CS(=O)Cc1ccc(Cl)c(NCc2ccc(C#N)cc2F)c1 (stereo unspecified) | -8.3
CC1(C)CC1(CNC(=O)CN1C(=O)CNC1=O)c1ccccc1 (stereo unspecified) | -5.9
C1=C(C23CC4CC(CC(C4)C2)C3)SC2=NCCN12 | -10.2
Cc1ccc(-c2nn(-c3ccccc3)cc2C2CC(=O)Nc3[nH]ncc32)o1 (stereo unspecified) | 3.6
CN(CCCn1cccn1)Cc1ccnc2ccccc12 | -5.6
Cc1ccc(C2(O)CCN(c3nc4ccccc4s3)CC2)nc1 | -4.9
O=C1NCC2(CCCN(C(=O)c3coc(CN4CCOCC4)c3)CC2)O1 (stereo unspecified) | -8.3

Further results
structure | hcGAS lum
CC(CC1=CCCN(C)C1)NC(=O)c1ccc2c(c1)OC(F)(F)O2 (stereo unspecified) | -6.6
CC(Sc1nc(-c2ccccc2)cc(C(F)(F)F)n1)C(=O)N1CCSCC1 (stereo unspecified) | -2.2
CCCC1COCCN1Cc1cc(F)c(O)c(OC)c1 (stereo unspecified) | -3.2
CN1C(=O)NC(C(Cl)(Cl)Cl)N(C)C1=O (stereo unspecified) | -13.4
CCCCC(=O)OCC(=O)Nc1cc2c(cc1Cl)C(=O)c1ccccc1C2=O | -9.8
Cn1cc(C(=O)N2CCCCC2CCc2cccs2)ccc1=O (stereo unspecified) | -5.8
O=C1OCCCN1CCn1ccnc1-c1cnc(-c2ccccc2)s1 | -1.8
Cc1ccc(-c2csc(=S)n2CC(=O)Nc2ccncc2)cc1 | -15.0
Cc1ccc(F)c(CN2CCC(=O)NCC2C)c1Cl (stereo unspecified) | -5.8
CC(=O)N1C(=O)C(C)(C)c2ccccc21 | -3.4
N#Cc1ccc(Cc2cnc(NC(=O)c3ccc(Cl)cc3F)s2)cc1 | -15.6
NC(=O)c1nnn(-c2ccccc2C(F)(F)F)c1N | -4.3
COc1ccc(N2C(=O)CC(N3CCC(c4ccc(O)cc4)CC3)C2=O)cc1Cl (stereo unspecified) | -9.7
CC(=O)O[C@H]1CC2CCC3C(CC[C@@]4(C)C3C[C@H]([N+]3(C)CCCCC3)[C@@H]4OC(C)=O)[C@@]2(C)C[C@@H]1N1CCCCC1 (stereo partly specified) | -2.4
Cc1cc(CNC(=O)CC2C(=O)NCCN2CCC(C)C)nn1C (stereo unspecified) | -7.0

(cont.)
structure | hcGAS lum
C/C(=C\c1ccccc1)CN1CCC(n2nccc2NC(=O)Nc2ccccc2Cl)CC1 | -7.0
CNc1nc(C(=O)N2CCC(N3CCCC3=O)CC2)cs1 | -1.5
NCCc1cc(N2CCCC(c3ccccc3)CC2)ncn1 (stereo unspecified) | -4.6
Cc1cc(C(=O)NCC2CCCN(Cc3cnc(-c4ccccc4)s3)C2)no1 (stereo unspecified) | -3.4
CCCc1ccc(S(=O)(=O)Nc2sc(C)nc2C)cc1 | 3.6
O=C(CCc1ccccc1)N1CCCC(Cn2cc(-c3cccnc3)nn2)C1 (stereo unspecified) | -4.2
Cc1nc(C2CC2)ncc1C(=O)NC(Cn1ccnc1)c1ccccc1 (stereo unspecified) | -4.5
Cn1ccnc1-c1ccc(NC2CCc3ccccc32)nn1 (stereo unspecified) | -4.5
O=C(NNC(=S)Nc1ccc(Cl)cc1)c1ccccc1OC(F)F | 0.8
Cc1ccc(S(=O)(=O)NC(=O)C2(c3ccccc3)CCC2)c(C)c1 | -5.8
O=C(CC1C(=O)NCCN1Cc1cccs1)NCCCc1ccccc1 (stereo unspecified) | -3.4
O=C(O)c1ccccc1 | 0.0
COc1ccc(CCNS(=O)(=O)c2cccc3nsnc23)cc1OC | -15.5
COc1cc(-c2ccc(C)c(C)c2)ncn1 | -5.4
Cc1nc(C(C)NC(=O)CN2C[C@@H](C)O[C@@H](C)C2)n[nH]1 (stereo partly specified) | -6.6

(listing goes on)
structure | hcGAS lum
O=C(O)CCNC(=O)CCC(=O)NC1CCCC1 | -9.1
Cc1ccc(Oc2nnnn2-c2ccccc2)c2c1C(C)CC2=O (stereo unspecified) | -8.9
COCCNC(=O)CCC1CCN(C(=O)CCOc2ccccc2)CC1 | -7.7
COc1c(F)cccc1C(=O)N(C)C(C)c1nc(C)sc1C (stereo unspecified) | -4.4
C=CCn1cc(CN2CCN(C)C(=O)C2CCCC)c(C)n1 (stereo unspecified) | -0.9
CCn1c(CSc2n[nH]c(=O)n2C2CC2)nc2cc(S(=O)(=O)N(C)C)ccc21 | 3.7
CC(=O)NC(C)(C)c1noc(Cc2c(Cl)cccc2Cl)n1 | -3.0
COc1c(Cl)cccc1NC(=O)NCc1nc(C)c(C)s1 | -4.2
O=C(c1cc(CN2CCCC(O)C2)on1)N1CC=CCC1 (stereo unspecified) | -10.0
Cc1nn(C)c(Cl)c1C1CC(=O)Nc2c1c(-c1ccccn1)nn2C (stereo unspecified) | -1.1
Cc1cccc(OCC(O)Cn2cnc3ccc(Cl)cc3c2=O)c1 (stereo unspecified) | -6.7
COCCN1CC(C(=O)N(C)Cc2csc(C)n2)CC1=O (stereo unspecified) | -8.5

Screening results from PubChem.
